# Screening results deposited in PubChem by PCMD.
# FXIIa inh = human FXIIa protease inhibitors, primary screen, biochemical, single well. Coagulation factor XII (Homo sapiens), P00748. purified human FXIIa, AMC substrate fluorescence, 2 h. inhibition, % at 10 µM. 0.2% of 33,000 active. AID 701, 2007; in the data active means inhibition above about 30%;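 further: 0% = enzyme with vehicle only and 100% = no enzyme blank; many of its hits are not listed in these tables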
# FXIa inh = human FXIa protease inhibitors, primary screen, biochemical, single compound per well; Coagulation factor XI (Homo sapiens), P03951; purified human FXIa, fluorogenic AMC substrate cleavage; inhibition, % at 10 µM; 0.3% of 33,000 active; AID 687, 2007;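 active means inhibition above 40% in the primary screen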;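 further: 0% = enzyme without compound and 100% = blank wells lacking enzyme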
# Target sequence (P03951 19-387 limits assumed): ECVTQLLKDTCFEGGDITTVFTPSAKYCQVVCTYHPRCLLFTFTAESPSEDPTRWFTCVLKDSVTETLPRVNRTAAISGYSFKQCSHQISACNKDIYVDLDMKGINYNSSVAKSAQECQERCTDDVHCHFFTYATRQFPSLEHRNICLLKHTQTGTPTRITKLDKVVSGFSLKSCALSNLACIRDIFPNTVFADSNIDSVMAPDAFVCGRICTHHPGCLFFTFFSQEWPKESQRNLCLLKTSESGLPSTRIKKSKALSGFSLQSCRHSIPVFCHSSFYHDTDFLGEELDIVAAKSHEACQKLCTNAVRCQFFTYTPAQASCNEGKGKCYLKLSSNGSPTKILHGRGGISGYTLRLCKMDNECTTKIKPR
# Target sequence (P03951 388-625 limits assumed): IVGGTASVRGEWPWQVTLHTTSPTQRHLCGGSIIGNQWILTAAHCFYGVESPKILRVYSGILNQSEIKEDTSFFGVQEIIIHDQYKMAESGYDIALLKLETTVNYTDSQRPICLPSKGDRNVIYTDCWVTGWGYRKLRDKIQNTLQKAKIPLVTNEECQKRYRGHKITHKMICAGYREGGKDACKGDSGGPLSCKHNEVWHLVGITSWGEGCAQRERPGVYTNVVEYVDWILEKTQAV
# Starred values were filed as active, the others as inactive.
structure	FXIIa inh	FXIa inh
COc1ccc(-c2nnc(SCC(=O)NC(=O)NCc3ccco3)o2)cc1	4	2
COc1ccc(C2NC3=C(CCC3)C3(C#N)C4(N=C(N)C23C#N)OCCO4)cc1 (configuration not stated)	6	1
Cc1cc(=O)oc2cc(NC(=O)C3CC(=O)N(Cc4ccccc4)C3)ccc12 (configuration not stated)	-10	15
O=C(O)Cn1c(SC2CCCCC2)nc2ccccc21	4	-2
COc1ccc(-c2cnc(SCC(=O)Nc3cc(C)on3)n2Cc2ccco2)cc1	5	-6
COCCn1c(COc2ccc(OC)cc2)nc2ccccc21	2	6
Cc1ccc(S(=O)(=O)Nc2nc3ccccc3nc2N2CCN(c3ccccc3F)CC2)cc1	14	4
COC(=O)CSc1n[nH]c(-c2ccncc2)n1	3	-2
O=c1oc2ccccc2cc1-c1nc(-c2cccs2)cs1	-8	-4
CC(C)(C)C(=O)NC1CCN(S(=O)(=O)c2ccc(C(F)(F)F)cc2)CC1	-5	-1
CCCCC(=O)Nc1ccc(C(=O)N2CCC(C(=O)OCC)CC2)cc1	10	-3
CCC(=O)Nc1cccc(NC(C)=O)c1	4	-5
COc1cc(OC)cc(C(=O)Nc2ccc(S(=O)(=O)Nc3cc(C)nc(C)n3)cc2)c1	-1	-4
O=C(c1ccco1)N1CCN(C(=O)c2ccc(COc3ccc(Cl)cc3Cl)o2)CC1	10	-1
c1ccc(Cc2nn3c(Cn4cnc5ccccc54)nnc3s2)cc1	-1	-1
COC(=O)c1c(NC(=O)C(C)C)sc2c1C(C(=O)OC)CC2 (configuration not stated)	-15	7

# Fetched by compound from the entries so far, 2 records:
structure	FXIIa inh	FXIa inh
O=C(c1ccco1)N1CCN(C(=O)c2ccc(COc3ccc(Cl)cc3Cl)o2)CC1	10	-1
c1ccc(Cc2nn3c(Cn4cnc5ccccc54)nnc3s2)cc1	-1	-1

# New compounds follow:
structure	FXIIa inh	FXIa inh
O=C(C1CCN(C2CC(=O)N(c3ccc(F)cc3)C2=O)CC1)N1CCOCC1 (configuration not stated)	6	-3
Cc1nc(NCCc2cnc[nH]2)c2oc3ccccc3c2n1	6	0
Cc1ccc(NC(=O)C2C(C(=O)O)C3C=CC2C32CC2)cc1 (configuration not stated)	-14	23
CCOc1cc(N2CCOCC2)c(OCC)cc1NC(=O)Cc1cccc(OC)c1	1	4
O=C(Nc1ccc2c(c1)OCO2)c1ccc(Br)c(S(=O)(=O)N2CCCC2)c1	4	-2
O=C(CSc1nnc(CNC(=O)c2ccccc2F)o1)c1ccccc1	-2	4
COc1ccc(OC)c(NS(=O)(=O)c2cc(OC)ccc2OC)c1	3	-1
Cc1csc(NC(=O)c2cc3c(s2)CCCCC3)n1	17	-9
COc1cc(/C=C/c2c([N+](=O)[O-])c(=O)n(C)c(=O)n2C)cc(OC)c1OC	13	-4
COc1ccc(CC(=O)NCc2ccc3c(c2)OCO3)cc1	7	53*
O=C1Nc2ccc(S(=O)(=O)N3CCOCC3)c3cccc1c23	-1	-6
Cc1cccc(OCCCC(=O)Nc2ccc(S(=O)(=O)Nc3onc(C)c3C)cc2)c1C	-2	-2
O=C(CCN1CCCCCC1)c1ccccc1	3	6
CCCOc1ccc(-c2nn(-c3ccccc3)cc2/C=C2\SC(=S)N(C3CCS(=O)(=O)C3)C2=O)cc1 (configuration not stated)	4	12
COc1ccc(N=c2scc(-c3ccc(S(=O)(=O)N4CCOCC4)cc3)n2CCCO)cc1	-14	1
CN(c1ncc(C(F)(F)F)cc1Cl)n1cc(C(N)=O)c2ccccc2c1=O	-2	-1
Cc1cc(-n2ccnc2)n2c(nc3ccccc32)c1C#N	15	-2
CCCCc1ccc(-c2ccc(Br)cc2)nc1	6	5
Cc1cccc(OCC(=O)OC2CCN(C)CC2)c1	3	9
Cc1cc(OCC(F)(F)C(F)(F)C(F)(F)C(F)(F)C(F)(F)C(F)F)nc(N)n1	4	31
Cc1nc2nc(-c3cccnc3)[nH]n2c(=O)c1C	-8	27
O=C(Cc1ccccc1)Nc1nc(=O)c2ccccc2s1	8	10
Cc1ccsc1/C=C/c1ccc2cccc(O)c2n1	13	5
CCOC(=O)C1=C(C)NC(=O)C(C(N)=O)C12CCCCC2 (configuration not stated)	8	-2
COCCn1c(C)cc(C2=NNC(=Nc3ccc(F)cc3)SC2)c1C	11	-6
COc1ccc(S(=O)(=O)Nc2ccc(N(C)C(C)=O)cc2)cc1	-1	-3
COc1ccccc1-c1noc(-c2ccco2)n1	1	-1
O=C(NCc1ccc2c(c1)OCO2)c1ccc2c(c1)C(=O)N(CC1CCCO1)C2=O (configuration not stated)	7	-3
CC(C)N=C(NC#N)SCc1ccccc1	10	-10
O=c1cc(CO)oc(CN2CCN(c3ccccc3)CC2)c1O	6	3
CCn1c2ccccc2c2cc(NC(=O)C3CCN(S(=O)(=O)c4cccs4)CC3)ccc21	4	0
COc1ccc(C)cc1NC(=O)C1CCC(CNc2c(N3CCOCC3)c(=O)c2=O)CC1 (configuration not stated)	2	19
CCN1CCN(C(=O)CN(CCc2ccccc2)S(C)(=O)=O)CC1	-2	-6
Cc1ccc(OCC(O)Cn2c(=N)n(Cc3ccccc3)c3ccccc32)cc1 (configuration not stated)	8	5
CCN(CC)CCN1C(=O)C(O)=C(C(=O)c2cccs2)C1c1ccccn1 (configuration not stated)	3	-1
CC(=O)c1c(N2CCN(C)CC2)[nH]c(-c2ccccc2)nc1=S	4	4
O=C(NCC1CCCO1)c1ccc(CS(=O)(=O)c2c(Cl)cccc2Cl)o1 (configuration not stated)	5	-1
CC(=O)OCC(=O)[C@@]12OC3(CCCC3)O[C@@H]1C[C@H]1[C@@H]3CCC4=CC(=O)C=C[C@]4(C)[C@@]3(F)[C@@H](O)C[C@@]12C	7	5
C=CCOc1nc2c(c(=O)n(Cc3ccc(Cl)cc3)c(=O)n2C)n1C	6	0
COCCSc1ccccc1C(=O)Nc1nnc(C)s1	-13	1
CCn1ncc(Br)c1C(=O)Nc1sc2c(c1C(=O)OC)CCC2	-10	1
CN(C)C(=O)N1CCCC(C(=O)NCCc2ccccc2)C1 (configuration not stated)	2	3
c1ccc(-c2nnc(SCc3nc4ccccc4[nH]3)n2Cc2ccco2)cc1	8	36
Cc1onc(-c2ccccc2)c1C(=O)N1CCC(C)CC1	2	-1
COc1ccc(-n2c(CCc3ccccc3)nnc2SCC(=O)NCc2ccccc2)cc1	10	-1
CCCc1cc(=O)n2[nH]c(NCc3cccs3)nc2n1	9	3
O=[N+]([O-])c1ccc2cn[nH]c2c1	10	11
CCC(CC)n1[nH]c(=O)cc1N	8	0
Cc1cc(C(=O)Nc2c(C)n(C)n(-c3ccccc3)c2=O)c2ccccc2n1	4	1
CC(C)(O)C#Cc1ccc(C(=O)NCc2ccccc2)s1	6	-3
CC(=O)ON1C(C)(C)Cc2noc(N)c2C1(C)C	1	2
O=C(c1ccc(S(=O)(=O)Nc2ccc(F)cc2)cc1)N1CCN(C(=O)c2ccco2)CC1	-7	0
CC1CN(C(=O)c2ccncc2)CC(C)O1 (configuration not stated)	4	-7
O=C(NC1CCCCCCC1)c1ccc(S(=O)(=O)N2CCCC2)cc1	2	2
CCOC(=O)c1oc2ccc(OC)cc2c1NC(=O)CN1CCN(C)CC1	4	8
CCn1c(SCC(=O)Nc2nc3ccccc3s2)nnc1-c1ccc(Br)cc1	5	0

# Additional compounds follow.
structure	FXIIa inh	FXIa inh
CC1CCN(S(=O)(=O)c2cccc(C(=O)NCc3ccco3)c2)CC1	7	-1
CCCc1cc(=O)n2[nH]c(-c3ccco3)nc2n1	7	-8
COc1ccc(NC(=O)CCNS(=O)(=O)c2ccc3c(c2)c(=O)n(C)c(=O)n3C)c(OC)c1	-9	24
Cc1cc(NC(=O)CSc2nnc(-c3cccnc3)n2C2CCCCC2C)no1 (configuration not stated)	5	1
COc1cc(C(=O)NCCCN2CCCC2=O)cc(OC)c1OC	5	-2
COc1ccc2nc(NCCO)[nH]c2c1	0	-1
CCN(CC)S(=O)(=O)c1cccc(C(=O)Nc2cccc(C)c2)c1	-4	2
CC(=O)C1=C(C)NC(=O)NC1c1ccccc1OCC(=O)NCCc1ccccc1 (configuration not stated)	2	-12
O=C(Oc1cccc2cccnc12)c1ccco1	10	-5
Cc1ccn(S(=O)(=O)c2ccc(C(C)(C)C)cc2)n1	1	0
O=C(NC12CC3CC(CC(C3)C1)C2)c1cncc(O)c1	-9	6
CCOC(=O)c1cnc(SCC(=O)Nc2cccc(OC)c2)nc1N	-5	-2
CS(=O)(=O)N(CC(N)=O)c1cccc(Br)c1	1	0
CCNC(=O)CN(c1ccc(Cl)cc1)S(=O)(=O)c1ccccc1	3	-6
CCCCn1c(SCC(=O)N2CCC(C(=O)OCC)CC2)nc2cc(S(N)(=O)=O)ccc21	7	5
CCCC1(C(=O)OCC)NC(c2ccc(OC)cc2OC)C2C(=O)N(c3ccc4c(c3)OCCO4)C(=O)C21 (configuration not stated)	6	-9
Cn1ccnc1SC(=O)N1c2ccccc2Sc2ccccc21	-11	-13
CN(C)S(=O)(=O)c1ccc(N2CCCC2)c(C(=O)Nc2ccc(N3CCOCC3)cc2)c1	0	-6
O=C(Nc1ccc2oc(-c3cccnc3)nc2c1)c1ccco1	-16	24
Cc1ccc(NC(=O)c2cc(-c3cccs3)on2)cc1	-12	16
COC(=O)C(NC(C)=O)(Nc1nc2c(C)cc(C)cc2s1)C(F)(F)F (configuration not stated)	2	5
N#CCn1c(C2CCCCC2)nc2ccccc2c1=O	5	4
Cc1ccc(S(=O)(=O)CC(=O)NC2CC2)cc1	3	7
N#CC(C#SN)=C1CCCCC1	3	-2
CCCC(=O)Nc1nc(-c2ccc3c(c2)CCN3S(C)(=O)=O)cs1	5	8
CN(C)/C=C1/N=C(c2ccccc2)OC1=O	4	-9
Cc1ccccc1C(=O)N1CCC(C(=O)O)CC1	-12	23
CC(C)CCNC(=O)C1CCCN1C(=O)NC1CCCCC1 (configuration not stated)	-14	-1
N#Cc1nc(COc2ccc(Br)cc2)oc1NCCCn1ccnc1	6	4
OC(Cn1cncn1)(c1ccccc1)c1ccccc1	7	26
Cc1[nH]nc(SCC(=O)N2CCCCC2)c1[N+](=O)[O-]	0	-5
CCN(CC)CCNC(CC(=O)Nc1ccc(Cl)cc1Cl)C(=O)O (configuration not stated)	6	1

# A portion of the results above, for reference:
structure	FXIIa inh	FXIa inh
OC(Cn1cncn1)(c1ccccc1)c1ccccc1	7	26
Cc1[nH]nc(SCC(=O)N2CCCCC2)c1[N+](=O)[O-]	0	-5
CCN(CC)CCNC(CC(=O)Nc1ccc(Cl)cc1Cl)C(=O)O (configuration not stated)	6	1

# Later entries
structure	FXIIa inh	FXIa inh
Cc1cccc(OCCCC(=O)NC(C)C)c1	-12	22
O=C(Nn1cnnc1)c1ccccc1-c1ccccc1	7	1
COc1cc2c(cc1OC)-c1cc(NC3CCCCCC3)nc(=O)n1CC2	9	2
COc1ccc(-n2nc(C(=O)O)c3ccccc3c2=O)cc1	9	1
CCOC(=O)N1CCN(S(=O)(=O)c2cc(-c3nn4c(C)nnc4c4ccccc34)ccc2C)CC1	-3	-13
CCN1C(=O)C(CC(=O)NCc2ccc(Cl)cc2)N(CC)C1=O (configuration not stated)	21	2
COC(=O)c1ccccc1NC1=C/C(=N\S(=O)(=O)c2cccs2)c2ccccc2C1=O	6	-4
Clc1ccccc1-c1nn2c(-c3ccccn3)nnc2s1	5	-8
O=C(NCC(c1cccnc1)N1CCN(c2ccccc2F)CC1)c1cccc(Cl)c1 (configuration not stated)	4	8
COC(=O)c1cc(Br)c(=O)n(-c2nccs2)c1	3	4
COc1cc(C)nc(Oc2ccc(OCCOc3ccc(C)cc3)nn2)n1	6	0
Cc1ccccc1OC(=O)C1C(c2ccccc2)C(C(=O)O)C1c1ccccc1 (configuration not stated)	4	-10
COCC(=O)Nc1ccc(S(=O)(=O)Nc2cc(C)nc(C)n2)cc1	7	6
Cc1ccc(C2=NNC(=O)C(c3ccc(Cl)cc3)C2)cc1 (configuration not stated)	2	-4
NC(=O)c1sc2nc3c(c(-c4ccc(Cl)cc4)c2c1N)CCCC3	5	-7
O=C(O)C1CCCCC1C(=O)Nc1cnn(Cc2ccccc2)c1 (configuration not stated)	4	-3
CC(=O)c1cccc2c(O)c(C3=Nc4ccccc4C3=O)[nH]c12	20	8
COc1ccccc1CC(=O)Nc1ccc(-c2noc(COc3cccc(C)c3C)n2)cc1	-16	-17
Cc1oc2ccc(O)cc2c1C(=O)OC(C)C	-15	3
N#CC1=C(Nc2ccccc2)SC=C(c2ccc(F)cc2)N=C1N1CCOCC1	-9	-10
CC(=O)Nc1ccc(NC(=O)c2ccccc2N(C)S(C)(=O)=O)cc1	-5	-6
CCCc1cc(=O)oc2cc(OCC(=O)N3CCc4ccccc43)ccc12	-3	1
CC(C)NC(=O)C(=O)NCCN1CCN(S(=O)(=O)c2ccc(Cl)cc2)CC1	3	0
O=C(NCc1ccco1)c1ccccc1-c1ccc(C(F)(F)F)cc1	-18	3
Cc1c(NC(=O)C(C)Sc2ccccc2)c(=O)n(-c2ccccc2)n1C (configuration not stated)	-18	24
COc1ccc(C2N(C(=O)c3ccccc3)CCN2C(=O)c2ccc(C)cc2)cc1 (configuration not stated)	-3	-1
O=C(Nc1ccccc1)N1C2CCC1CC(O)(c1cccnc1)C2 (configuration not stated)	4	6

# An excerpt; rates above refer to the full screens.
